Abeta yeast res: compounds reversing amyloid beta toxicity in yeast | yeast expressing A-beta42, growth rescue, OD600, 48 h; response scale: 0% DMSO, 100% iron-clioquinol control | Potency, µM (highest dose often 46.1 µM), for the others: at the highest dose growth rescue, actives largely listed as activators | actives 0.063% (n = 410,000); note: potency is the fitted concentration of half-maximal effect; nearly all actives have a fitted effect of over 55% in size
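Yeast growth medium received pinned compounds, then yeast cells expressing toxic A-beta were added; plates incubated at 30 C for 48 hr. Growth read as absorbance at 600 nm, normalized to DMSO and equimolar FeCl3 plus clioquinol controls.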
aSyn yeast inh: rescues yeast growth from alpha-synuclein toxicity; Yeast expressing alpha-synuclein, growth rescue, BacTiter-Glo, 24 h; Potency, µM (titrated, usually from 46.1 µM), for the others: top-dose growth rescue (activation), usual class: activators; actives 0.14% (n = 370,000); AID 652106; note: potency is the fitted concentration of half-maximal effect; % of control where 0% means no effect; nearly all actives have a fitted effect of over 65% in size
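Galactose-induced alpha-syn yeast (OD600=0.02, raffinose-pregrown) + pinned cpd, 24 hr, 30 deg C; growth by BacTiter-Glo luminescence. Growth restoration scores as activation.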
FUS yeast rescue: rescues growth of FUS-expressing yeast; actives 0.24% (n = 390,000); AID 1347120; S. cerevisiae FUS-expressing, growth rescue, OD600, 24 h; Potency, µM (highest dose often 76.6 µM), inactives show top-dose growth rescue (activation), hits mostly activators;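 note: potency is the fitted concentration of half-maximal effect; plate controls were DMSO vehicle for no effect and reference control for full effect; nearly all actives have a fitted effect of over 55% in size; some results filed as inactive show a strong effect at the top dose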
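S. cerevisiae expressing FUS from galactose induction served as the toxicity model. Growth after 24hr at 30C, read as absorbance at 600 nm, indicates suppression of toxicity; compounds dosed at several concentrations.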
TDP43 rescue: rescues yeast growth from TDP-43 toxicity. AID 652104. actives 1.8% (n = 410,000). Potency, µM (top dose mostly 46.1 µM), for inactives: at the top dose growth rescue (activation), most hits filed as activators. TDP-43 expressing yeast growth rescue, BacTiter-Glo, 24 h; note: potency is the fitted concentration of half-maximal effect; % of control where 0% means no effect; nearly all actives have a fitted effect of over 50% in size
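Growth rescue of TDP-43-toxic yeast measured as ATP luminescence (BacTiter-Glo). Cells grown to mid-log in raffinose, induced in galactose at OD600=0.02, exposed to compound 24 hr at 30 deg C.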
GLP1R inv ag: GLP-1 receptor (human) inverse agonism; P43220; HEK293 GLP-1R CRE-luciferase, luminescence, 24 h; GLP-1R form is constitutively active; Potency, µM (highest dose often 38.3 µM), without a hit: top-dose activity change, negative = inhibition, actives largely listed as inhibitors; actives 1.6% (n = 410,000); AID 624417; note: potency is the fitted concentration of half-maximal effect; % is set by controls: 0 for no effect and ±100 for the full control effect; nearly all actives have a fitted effect of over 55% in size
Target sequence (P43220 whole entry, looked up): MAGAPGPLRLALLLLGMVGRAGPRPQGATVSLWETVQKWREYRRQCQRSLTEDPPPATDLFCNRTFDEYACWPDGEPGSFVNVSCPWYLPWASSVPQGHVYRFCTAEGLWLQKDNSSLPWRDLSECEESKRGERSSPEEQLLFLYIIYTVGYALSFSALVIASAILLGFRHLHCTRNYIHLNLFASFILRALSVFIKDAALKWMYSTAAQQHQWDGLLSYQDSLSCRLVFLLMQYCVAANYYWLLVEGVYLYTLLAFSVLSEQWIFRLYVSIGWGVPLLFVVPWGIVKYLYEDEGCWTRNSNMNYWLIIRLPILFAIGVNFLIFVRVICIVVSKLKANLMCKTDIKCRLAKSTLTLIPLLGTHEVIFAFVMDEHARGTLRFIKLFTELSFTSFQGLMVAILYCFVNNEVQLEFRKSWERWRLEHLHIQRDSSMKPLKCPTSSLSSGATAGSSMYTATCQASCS
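Using stably transfected HEK293 (constitutively active GLP-1R, cAMP-luciferase reporter), compounds were incubated 24 hr and luciferase measured by luminescence.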
MmCpn inh: M. maripaludis TRiC chaperonin inhibition; purified Mm-Cpn ATPase, ADP Transcreener TR-FRET; Potency, µM (top dose mostly 76.9 µM), inactives show at the top dose activity, negative = inhibition, actives largely listed as inhibitors; actives 0.031% (n = 330,000); AID 504842; note: potency is the fitted concentration of half-maximal effect; % is set by controls: 0 for no effect and ±100 for the full control effect; nearly all actives have a fitted effect of over 80% in size
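Eu-cryptate anti-ADP/ADP-d2 competition gives a ratio inversely related to ADP. Enzyme at 25 nM was pre-exposed to compound for 10 min, then given 10 uM ATP for 30 min, 37°C throughout.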
pAkt inh: inhibitors of Akt phosphorylation | actives 0.32% (n = 360,000) | Neuro2A IGF-stimulated pAkt S473 HTRF, 20 min; active compounds read low | activity change, % for hits at 50 µM | AID 651550; in the data active = activity change below about -80%; inconclusive = mostly about -51% to -80%; note: % is set by controls: 0 for no effect and ±100 for the full control effect
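Neuro2A cells in DMEM with 0.5% FBS, overnight at 37 deg C, given compound at single 50 µM final, then IGF (6 nM final) for 20 min at 37 deg C. Lysed; phospho-Akt Ser473 by HTRF after 24 h, 665/615 ratio.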
GLP1R cytotox: cytotoxicity in counter-screen for GLP-1R inverse agonists; HEK293 cAMP-luciferase reporter cells, luminescence, 24 h; actives 0.13% (n = 410,000); Potency, µM (top dose mostly 38.3 µM), inactives show at the top dose activity change, negative = inhibition, actives largely listed as inhibitors;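 note: loss of luciferase light is scored as toxicity; potency is the fitted concentration of half-maximal effect; % is set by controls: 0 for no effect and ±100 for the full control effect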
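A 23 nL compound transfer followed 12 hours of cell culture at 37 deg C; exposure then lasted 24 hr. Luciferase assay detection reagent was dispensed and plates read for luminescence after a 12 min room-temperature wait.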
PTHR1 ag: PTHR1 (human) receptor agonism; Q03431; HEK293 GP2 PTHR1 cells, GloSensor cAMP luminescence, 1 h; Potency, µM (series often up to 115 µM), for the others: at the highest dose activation, actives largely listed as activators; actives 0.075% (n = 410,000); AID 743266; note: potency is the fitted concentration of half-maximal effect; nearly all actives have a fitted effect of over 55% in size; some results filed as inactive show a strong effect at the top dose; inactives centre near -15; many of its hits are not listed in these tables
Target sequence (Q03431 whole entry, looked up): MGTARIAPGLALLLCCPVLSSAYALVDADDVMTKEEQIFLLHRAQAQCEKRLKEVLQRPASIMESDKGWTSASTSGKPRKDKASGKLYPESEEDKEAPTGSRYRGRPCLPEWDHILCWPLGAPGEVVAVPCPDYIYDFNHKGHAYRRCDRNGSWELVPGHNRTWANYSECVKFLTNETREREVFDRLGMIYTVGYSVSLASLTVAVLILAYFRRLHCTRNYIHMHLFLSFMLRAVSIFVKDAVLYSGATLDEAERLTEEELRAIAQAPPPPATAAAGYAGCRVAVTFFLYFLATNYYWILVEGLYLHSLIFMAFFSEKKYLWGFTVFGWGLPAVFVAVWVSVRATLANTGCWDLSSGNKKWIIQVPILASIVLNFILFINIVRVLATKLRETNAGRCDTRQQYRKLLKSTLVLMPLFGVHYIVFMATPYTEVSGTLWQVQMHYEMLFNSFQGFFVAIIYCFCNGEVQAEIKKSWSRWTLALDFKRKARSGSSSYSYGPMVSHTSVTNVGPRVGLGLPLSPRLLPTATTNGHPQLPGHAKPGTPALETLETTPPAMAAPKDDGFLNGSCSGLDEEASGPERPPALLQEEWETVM
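HEK-293-derived GP2 cells expressing PTHR1 and a GloSensor cAMP reporter, 3,000/well, plated overnight, given luciferin plus IBMX (each 0.5 mM as added) for 1 h at 37 °C, then compound for 1 h at 37 °C. Luminescence was read after 15 min at room temperature.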
* marks the source's active call; other numbers are inactive results; [ ] = remark or other dose. Unless noted, calls come from the whole dose curve; as a rule, active = well fitted curve in the direction sought with a large enough effect; inconclusive = small, poorly fitted or top-dose-only effect, or another doubt; inactive = no such curve, though single readings can be large; an effect the other way counts as inactive or inconclusive. An excerpt; rates above refer to the full screens.

`COc1ccc(CCNC(=O)C2CCN(S(=O)(=O)c3cccc4nsnc34)CC2)cc1OC` gave Abeta yeast res -7.7%, aSyn yeast inh -3.3%, FUS yeast rescue 5.0%, TDP43 rescue -8.4%, GLP1R inv ag 11.9%, MmCpn inh -6.1%, pAkt inh inactive, GLP1R cytotox -5.6% and PTHR1 ag -7.7%[57.5 µM].
Screening CC(=O)N1CCN(C(=O)c2ccc(S(=O)(=O)Nc3cccc(C(F)(F)F)c3)cc2)CC1 returned Abeta yeast res -4.2%, aSyn yeast inh -4.8%, FUS yeast rescue 2.1%, TDP43 rescue -9.9%, GLP1R inv ag 26.6%, MmCpn inh -0.3%, pAkt inh inactive, GLP1R cytotox -1.3% and PTHR1 ag -10.7%.
Cc1ccccc1-n1c(-c2ccc(Br)o2)n[nH]c1=S was read as Abeta yeast res 17.2%, aSyn yeast inh -3.3%, FUS yeast rescue -9.3%, TDP43 rescue 9.8%, GLP1R inv ag -12.3%, pAkt inh inactive, GLP1R cytotox -13.6% and PTHR1 ag inactive.
CCOC(=O)/C(C#N)=C/c1c(N2CCN(c3cccc(Cl)c3)CC2)nc2c(C)cccn2c1=O was read as Abeta yeast res 6.0%, aSyn yeast inh -11.3%, FUS yeast rescue -20.6%, TDP43 rescue -0.8%, GLP1R inv ag 1.1%, MmCpn inh 0.1%, pAkt inh inactive, GLP1R cytotox 5.4% and PTHR1 ag -14.3%.
`COc1ccc(NC(=O)CCCOc2ccc(C(C)=O)cc2)cc1S(=O)(=O)N1CCCCC1` gave Abeta yeast res 1.7%, aSyn yeast inh -4.3%, FUS yeast rescue 38.4%, TDP43 rescue -5.5%, GLP1R inv ag 5.9%, pAkt inh inactive, GLP1R cytotox -5.0% and PTHR1 ag -31.6%.
For Cc1cccc(CCNC(=O)c2sc3nc4n(c(=O)c3c2C)CCCC4)c1 the results were Abeta yeast res -21.6%, FUS yeast rescue inconclusive, TDP43 rescue inconclusive, GLP1R inv ag -3.8%, GLP1R cytotox -16.0% and PTHR1 ag inactive.
For C=CCOc1c(CNc2nccs2)cccc1OCC the results were Abeta yeast res -7.7%, aSyn yeast inh -5.2%, FUS yeast rescue 38.3%, TDP43 rescue -8.3%, GLP1R inv ag -11.6%, MmCpn inh -0.5%, pAkt inh inactive, GLP1R cytotox -11.4% and PTHR1 ag inactive.
Screening CC1=C(C(=O)OCc2ccccc2)C(c2ccccc2-c2ccccc2)NC(=O)N1CCCCCC(=O)O (configuration not stated) returned Abeta yeast res 3.0%, aSyn yeast inh 13.7%, FUS yeast rescue 12.8%, TDP43 rescue -1.1%, GLP1R inv ag inconclusive, MmCpn inh 0.5%, pAkt inh inactive, GLP1R cytotox -6.5% and PTHR1 ag -34.9%[inhibitor].
`CCn1c(=O)n(CC(=O)NCC2CCCO2)c(=O)c2c3c(sc21)COC(C)(C)C3` (configuration not stated) gave Abeta yeast res 10.7%, aSyn yeast inh 0.0%, FUS yeast rescue -5.6%, TDP43 rescue -0.8%, GLP1R inv ag 12.5%, MmCpn inh -1.4%, pAkt inh inactive, GLP1R cytotox -2.7% and PTHR1 ag -1.8%.
Screening Cc1ccc(C(=O)N2CCCCC2C(=O)O)cc1S(=O)(=O)N1CCCCC1 (configuration not stated) returned Abeta yeast res 1.7%, aSyn yeast inh 5.1%, FUS yeast rescue 7.6%, TDP43 rescue -12.7%, GLP1R inv ag 13.3%, MmCpn inh -19.5%, pAkt inh inactive, GLP1R cytotox 8.4% and PTHR1 ag -12.0%.
`CC(C)CC(OC(=O)c1cccs1)C(=O)NCC1CCCO1` (configuration not stated) gave Abeta yeast res 18.8%, aSyn yeast inh 5.5%, FUS yeast rescue 35.0%, TDP43 rescue 2.7%, GLP1R inv ag -8.1%, MmCpn inh -1.1%, pAkt inh inactive, GLP1R cytotox 4.5% and PTHR1 ag -12.4%.
For Cc1ccc(C(=O)N2CCN(c3cc4c(cc3[N+](=O)[O-])n(C)c(=O)n4C)CC2)cc1 the results were Abeta yeast res -10.9%, aSyn yeast inh -3.8%, FUS yeast rescue 6.8%, TDP43 rescue -17.6%, GLP1R inv ag -14.7%, MmCpn inh 0.2%, pAkt inh inactive, GLP1R cytotox inconclusive and PTHR1 ag inactive.
For CC(=O)c1ccc(S(=O)(=O)N2CCN(S(=O)(=O)c3ccccc3C(F)(F)F)CC2)cc1 the results were Abeta yeast res -5.5%, aSyn yeast inh -3.7%, FUS yeast rescue 7.6%, TDP43 rescue -4.6%, GLP1R inv ag 3.5%, MmCpn inh -0.4%, pAkt inh inactive, GLP1R cytotox -11.7% and PTHR1 ag inactive.
For COc1cc(/C=N/NC(=O)CC#N)cc(Br)c1O the results were Abeta yeast res -20.9%, aSyn yeast inh 7.9%, FUS yeast rescue -12.4%, TDP43 rescue -4.7%, GLP1R inv ag 9.6%, MmCpn inh -4.7%, pAkt inh inactive, GLP1R cytotox 1.6% and PTHR1 ag -3.6%.
For Clc1cccc(Cl)c1Cn1cc(Br)cn1 the results were Abeta yeast res -1.8%, aSyn yeast inh 8.2%, FUS yeast rescue 7.8%, TDP43 rescue 9.9%, GLP1R inv ag 0.0%, MmCpn inh 0.7%, pAkt inh inactive, GLP1R cytotox 9.2% and PTHR1 ag -19.9%.
Screening CCOC(=O)COn1c(=O)c(-c2ccc(Br)cc2)[n+]([O-])c2ccccc21 returned Abeta yeast res -15.0%, aSyn yeast inh 7.5%, FUS yeast rescue 11.9%, TDP43 rescue -9.8%, GLP1R inv ag 14.6%, MmCpn inh -2.6%, pAkt inh inactive, GLP1R cytotox -2.2% and PTHR1 ag inactive.
Screening Cc1nc2sc(C(c3ccccc3)N3CCN(C)CC3)c(O)n2n1 (configuration not stated) returned Abeta yeast res -14.2%, aSyn yeast inh 7.5%, FUS yeast rescue -19.6%, TDP43 rescue -9.0%, GLP1R inv ag 6.9%, MmCpn inh 0.8%, pAkt inh inactive, GLP1R cytotox 3.7% and PTHR1 ag -23.4%.
`O=C(CN1CCN(S(=O)(=O)c2ccc(Cl)cc2)CC1)c1ccc(O)c(O)c1` gave aSyn yeast inh -6.2%, FUS yeast rescue -12.6%, TDP43 rescue -1.8%, GLP1R inv ag 16.4%, MmCpn inh -0.1%, pAkt inh inactive, GLP1R cytotox -1.8% and PTHR1 ag inactive.
C[C@H](NC(=O)c1ccco1)C(=O)Nc1ccc(S(=O)(=O)N2CCCC2)cc1 was read as Abeta yeast res -2.2%, aSyn yeast inh -1.4%, FUS yeast rescue 9.2%, TDP43 rescue -15.1%, GLP1R inv ag 1.2%, MmCpn inh 0.2%, pAkt inh inactive, GLP1R cytotox 1.0% and PTHR1 ag -18.6%[57.5 µM].
Screening CCOc1cc(C(=O)NC(CC(=O)O)c2ccc(OC3CCCC3)cc2)cc(OCC)c1OCC (configuration not stated) returned Abeta yeast res 6.6%, aSyn yeast inh 6.6%, FUS yeast rescue -25.9%, TDP43 rescue 15.0%, GLP1R inv ag 2.2%, MmCpn inh 1.0%, pAkt inh inactive, GLP1R cytotox -6.9% and PTHR1 ag inactive.
For Cc1cc(C)nc(NC(=O)Nc2ccc3c(c2)OCO3)c1 the results were Abeta yeast res 1.3%, aSyn yeast inh -0.7%, FUS yeast rescue -29.8%, TDP43 rescue 14.1%, GLP1R inv ag 4.4%, MmCpn inh -1.2%, pAkt inh inactive, GLP1R cytotox -2.3% and PTHR1 ag inactive.
COc1cc(/C=N/NC(=O)c2cccnc2)cc(Br)c1O was read as Abeta yeast res -4.8%, aSyn yeast inh -7.1%, FUS yeast rescue -15.4%, TDP43 rescue -16.0%, GLP1R inv ag 15.4%, MmCpn inh -3.2%, pAkt inh inactive, GLP1R cytotox 5.4% and PTHR1 ag inactive.
`Cc1ccc(C(=O)O/N=C(\N)c2nonc2N)cc1` gave Abeta yeast res -32.3%, aSyn yeast inh -26.0%, FUS yeast rescue -16.6%, TDP43 rescue -7.9%, GLP1R inv ag 49.3%[activator], MmCpn inh -0.7%, pAkt inh inactive, GLP1R cytotox 7.5% and PTHR1 ag -37.8%[inhibitor].
COc1cc2ncnc(NCc3ccc(F)cc3)c2cc1OC was read as Abeta yeast res -14.9%, aSyn yeast inh -1.7%, FUS yeast rescue 28.6%, TDP43 rescue 4.7%, GLP1R inv ag 61.8%[activator], MmCpn inh -6.1%, pAkt inh inactive, GLP1R cytotox 13.4% and PTHR1 ag inactive.
Screening COC(=O)Cn1c2ccc(C)cc2c2nc3ccccc3nc21 returned Abeta yeast res 0.8%, aSyn yeast inh -4.4%, FUS yeast rescue -13.5%, TDP43 rescue 2.1%, GLP1R inv ag 16.8%, MmCpn inh -1.7%, pAkt inh inactive, GLP1R cytotox 2.8% and PTHR1 ag -23.9%.

In the list so far, these contain a furan ring, fused or not.
Cc1ccccc1-n1c(-c2ccc(Br)o2)n[nH]c1=S was read as Abeta yeast res 17.2%, aSyn yeast inh -3.3%, FUS yeast rescue -9.3%, TDP43 rescue 9.8%, GLP1R inv ag -12.3%, pAkt inh inactive, GLP1R cytotox -13.6% and PTHR1 ag inactive.
C[C@H](NC(=O)c1ccco1)C(=O)Nc1ccc(S(=O)(=O)N2CCCC2)cc1 was read as Abeta yeast res -2.2%, aSyn yeast inh -1.4%, FUS yeast rescue 9.2%, TDP43 rescue -15.1%, GLP1R inv ag 1.2%, MmCpn inh 0.2%, pAkt inh inactive, GLP1R cytotox 1.0% and PTHR1 ag -18.6%[57.5 µM].

Source: PubChem
